Screening results as filed in PubChem BioAssay.
EPAC1 agonist – activates human EPAC1 exchange factor. EPAC1 agonist qHTS, biochemical assay; response scale: 100% = response to 6.5 mM cAMP. Potency, µM (highest dose often 154 µM), inactives show at the highest dose activation, most hits filed as activators. 360,000 compounds, 0.073% hits. AID 720707; note: potency is the fitted concentration of half-maximal effect; nearly all actives have a fitted effect of over 60% in size
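Multi-concentration qHTS readout: loss of Rap1B-bound BODIPY-GDP fluorescence driven by 100 nM EPAC1 with excess GDP (50 uM), monitored kinetically at room temperature; agonist response expressed relative to 6.5 mM cAMP.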
WRN inhibitor – WRN helicase (human) inhibition. WRN helicase unwinding, fluorescent forked duplex, kinetic. Potency, µM (highest dose often 114 µM), for the others: top-dose activity change, negative = inhibition, actives largely listed as inhibitors. 360,000 compounds, 0.46% hits. AID 651768; note: potency is the fitted concentration of half-maximal effect; % is set by controls: 0 for no effect and ±100 for the full control effect; nearly all actives have a fitted effect of over 55% in size
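Kinetic red-fluorescence monitoring (525/598 nm) tracks WRN helicase activity after 100 nM fluorophore-quencher forked duplex and 2 mM ATP are added to 20 nM enzyme pretreated 15 min at room temperature with compound.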
PI5P4Ka inh – inhibitors of human PI5P4K alpha | P48426 | PI5P4Kalpha enzyme, ADP-Glo luminescence, 60 min; active compounds read low | max response, % | 330,000 compounds, 1.2% hits; active = max response of -50% or lower; inconclusive = between -30% and -50%; inactive = -30% or higher; note: value at the top dose of about 77 µM; % is set by controls: 0 for no effect and ±100 for the full control effect
Target sequence (P48426 whole entry, looked up): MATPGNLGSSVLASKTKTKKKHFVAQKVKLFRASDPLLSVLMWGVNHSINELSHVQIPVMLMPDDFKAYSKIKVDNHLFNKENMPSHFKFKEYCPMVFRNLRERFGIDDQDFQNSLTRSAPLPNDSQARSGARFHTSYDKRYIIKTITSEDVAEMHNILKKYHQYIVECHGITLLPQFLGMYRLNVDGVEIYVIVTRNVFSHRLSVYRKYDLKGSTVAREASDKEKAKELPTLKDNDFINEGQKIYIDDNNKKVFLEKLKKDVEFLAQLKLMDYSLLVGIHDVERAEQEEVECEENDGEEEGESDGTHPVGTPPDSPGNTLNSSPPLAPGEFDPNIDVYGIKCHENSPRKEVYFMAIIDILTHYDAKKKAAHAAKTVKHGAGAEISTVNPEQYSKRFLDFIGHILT
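Luminescence from ADP-Glo served as readout of PI5P4Kalpha activity in a qHTS format. Reaction: enzyme, substrate, compound, ATP at 5 microM final, 60 min at RT.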
EPAC2 antag – antagonists of human EPAC2; 360,000 compounds, 0.18% hits; Potency, µM (highest dose often 114 µM), inactives show at the highest dose activity, negative = inhibition, hits mostly inhibitors; EPAC2 GEF exchange of Rap1B-BODIPY-GDP, fluorescence; AID 720708; Q8WZA2; note: potency is the fitted concentration of half-maximal effect; % is set by controls: 0 for no effect and ±100 for the full control effect; nearly all actives have a fitted effect of over 45% in size; many of its hits are not listed in these tables
PLK1 PBD block – PLK1 (human) polo-box domain binding inhibition; Plk1 PBD binding of FITC phosphopeptide, fluorescence polarization; P53350; AID 720504; 360,000 compounds, 2.8% hits; Potency, µM, for inactives: max response, negative = inhibition, actives largely listed as inhibitors; note: potency is the fitted concentration of half-maximal effect; series mostly up to about 57 µM; % is set by controls: 0 for no effect and ±100 for the full control effect; nearly all actives have a fitted effect of over 65% in size
Target sequence (P53350 whole entry, looked up, the tested form may be a part): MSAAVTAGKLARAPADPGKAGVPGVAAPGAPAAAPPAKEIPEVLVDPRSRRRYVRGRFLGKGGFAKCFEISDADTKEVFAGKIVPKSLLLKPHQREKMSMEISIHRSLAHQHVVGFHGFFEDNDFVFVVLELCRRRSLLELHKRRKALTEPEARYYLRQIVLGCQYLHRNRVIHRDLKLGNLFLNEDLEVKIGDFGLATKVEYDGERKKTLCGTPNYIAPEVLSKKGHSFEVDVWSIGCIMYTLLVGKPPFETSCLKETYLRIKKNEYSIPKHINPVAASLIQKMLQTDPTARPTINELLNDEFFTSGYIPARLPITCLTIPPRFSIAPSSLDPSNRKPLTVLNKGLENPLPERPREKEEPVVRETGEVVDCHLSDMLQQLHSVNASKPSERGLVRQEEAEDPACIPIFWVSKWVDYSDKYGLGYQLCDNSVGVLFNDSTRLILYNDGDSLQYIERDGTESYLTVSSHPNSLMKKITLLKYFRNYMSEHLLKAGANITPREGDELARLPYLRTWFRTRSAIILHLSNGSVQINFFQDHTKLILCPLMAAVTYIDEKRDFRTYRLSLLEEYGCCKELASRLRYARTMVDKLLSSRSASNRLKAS
CCT chaperon mod – changes cytosolic chaperonin activity; purified chaperonin ATPase assay, HTRF ADP detection, 30 min; AID 651819; 360,000 compounds, 0.3% hits; activity change, % (test concentration not listed), hits read low; in the data active = activity change below about -30%; note: % is set by controls: 0 for no effect and ±100 for the full control effect
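ATPase activity: ADP formed was measured by HTRF Transcreener (665/615 nm ratio) after 30 min at 37 deg C with 10 uM ATP. Compounds screened at one 76 uM concentration against 40 or 20 nM TRiC in Tris pH 7.4/KCl/MgCl2/DTT buffer.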
Mm-Cpn inhibitor – blocks the Methanococcus maripaludis chaperonin Mm-Cpn | Potency, µM (top dose mostly 76.9 µM), for the others: at the top dose activity, negative = inhibition, usual class: inhibitors | purified Mm-Cpn ATPase, ADP Transcreener TR-FRET | AID 504842 | 330,000 compounds, 0.031% hits; note: potency is the fitted concentration of half-maximal effect; % is set by controls: 0 for no effect and ±100 for the full control effect; nearly all actives have a fitted effect of over 80% in size
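Inhibition of chaperonin ATP hydrolysis is measured as reduced ADP production, detected by competitive TR-FRET in which signal falls with ADP. Final enzyme 25 nM and ATP 10 uM, reacted 30 min at 37°C.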
EPAC1 antagonist – antagonists of human EPAC1 | EPAC1 GEF assay, Rap1b-BODIPY-GDP exchange fluorescence | Potency, µM (doses to about 115 µM), for the others: top-dose activity change, negative = inhibition, usual class: inhibitors | 360,000 compounds, 0.14% hits | AID 720709;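 note: potency is the fitted concentration of half-maximal effect; plate controls were vehicle for no effect and positive control for full effect; nearly all actives have a fitted effect of over 50% in size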
* hit, by the source's call; u = inconclusive; x = no result given; [ ] = dose if it differs, or a comment. Unless noted, calls come from the whole dose curve; as a rule, active = well fitted curve in the direction sought with a large enough effect; inconclusive = small, poorly fitted or top-dose-only effect, or another doubt; inactive = no such curve, though single readings can be large; an effect the other way counts as inactive or inconclusive. Some of the compounds tested, so the mix of outcomes need not match the whole.

A first look (three entries):
SMILES	EPAC1 agonist	WRN inhibitor	PI5P4Ka inh	EPAC2 antag	PLK1 PBD block	CCT chaperon mod	Mm-Cpn inhibitor	EPAC1 antagonist
CC(C)NC(=O)Nc1ccc2c(c1)C(=O)N([C@H](C)CO)C[C@H](C)[C@@H](CN(C)C(=O)Nc1ccccc1)O2	7%	0%	-3	1%	-6%	0.2	1%	6%
O=C(NCCN1C(=O)S/C(=C/c2cccnc2)C1=O)c1cccs1	1%	-6%	-9	22%	-9%	0.7	2%	-19%
CC1CCN(c2nc3c(c(=O)[nH]c(=O)n3C)n2CC(C)CSc2nnnn2-c2ccccc2)CC1 (stereo not drawn)	-1%	3%	0	-12%	-13%	-0.5	0%	4%

All compounds of this part (from the top)
SMILES	EPAC1 agonist	WRN inhibitor	PI5P4Ka inh	EPAC2 antag	PLK1 PBD block	CCT chaperon mod	Mm-Cpn inhibitor	EPAC1 antagonist
CC(C)NC(=O)Nc1ccc2c(c1)C(=O)N([C@H](C)CO)C[C@H](C)[C@@H](CN(C)C(=O)Nc1ccccc1)O2	7%	0%	-3	1%	-6%	0.2	1%	6%
O=C(NCCN1C(=O)S/C(=C/c2cccnc2)C1=O)c1cccs1	1%	-6%	-9	22%	-9%	0.7	2%	-19%
CC1CCN(c2nc3c(c(=O)[nH]c(=O)n3C)n2CC(C)CSc2nnnn2-c2ccccc2)CC1 (stereo not drawn)	-1%	3%	0	-12%	-13%	-0.5	0%	4%
CC(Oc1ccc(Br)cc1Br)C(=O)Nc1cccnc1 (stereo not drawn)	-2%	3%	-8	1%	0%	-2.5	0%	12%
O=C(NCCNC(=O)c1ccc([N+](=O)[O-])cc1)c1ccncc1	15%	-32%[57.1 µM]	1	5%	-9%	-0.9	-2%	8%
Cc1cccc(C)c1NC(=O)c1csc([C@H]2C[C@H](O)[C@@H](CO)O2)n1	5%	3%	1	1%	4%	-1.6	x	-12%
CC(C)COC(=O)N(C)c1ccc(C(O)(C(F)(F)F)C(F)(F)F)cc1	-31%[inhibitor]	-33%[57.1 µM]	-2	-25%	-12%	-0.5	2%	u
O=C(CN1CCOCC1)NCCNS(=O)(=O)c1ccccc1	-2%	-27%	0	6%	-1%	0.7	u	14%
Oc1[nH]c2ccccc2c1N=Nc1nncc2ccccc12	-16%	-9%	-10	-1%	u	0.0	-6%	-8%
O=C(CN(C(=O)CCC(=O)Nc1nccs1)c1ccccc1F)NCc1ccccc1	6%	0%	1	18%	-5%	-0.9	-2%	1%
O=S(=O)(Nc1ccc2ccccc2c1)c1ccccc1	1%	-9%	-1	-20%	-9%	-2.0	1%	-17%
CCc1noc(C)c1C(=O)Oc1ccc(N(C)S(=O)(=O)c2ccccc2)cc1	-37%[inhibitor]	-6%	-9	-30%	-5%	0.9	0%	-15%
CC(C)(O)[C@@H]1CC[C@@](C)(C2CC[C@]3(C)C2[C@H](O)CC2[C@@]4(C)CC[C@H](O)C(C)(C)C4[C@@H](O[C@H]4O[C@@H](CO)[C@H](O)[C@@H](O)[C@@H]4O[C@@H]4O[C@H](CO)[C@@H](O)[C@H](O)[C@H]4O)C[C@]23C)O1 (stereo in doubt)	-5%	-1%	4	28%	0%	0.4	1%	1%
CC1(C)CC(=O)N(CC(=O)O)c2ccccc2S1	8%	-5%	x	-3%	-2%	-3.1	2%	-4%
O=C(N/N=C(\Cc1ncc[nH]1)c1ccccc1)c1cccnc1	7%	0%	2	2%	-14%	-11	0%	-30%
CC(NC(=O)c1ccccc1)C(=O)N/N=C/c1ccco1 (stereo not drawn)	-1%	4%	-10	10%	-15%	-2.8	0%	-6%
FC(F)(F)c1nnc2ccc(Sc3ccccn3)nn12	-1%	-2%	-9	2%	-7%	-3.3	3%	-13%
CCc1ccc(C(C)NC(=O)c2ccc(F)cc2)cc1 (stereo not drawn)	-5%	2%	1	-1%	1%	0.3	1%	1%
Nc1nc(Nc2ccccc2)nc(NCc2ccccc2)c1[N+](=O)[O-]	3%	-10%	-24	-14%	2%	-1.4	1%	-30%
CC(C)(C)c1csc(CS(=O)(=O)c2ccccn2)n1	-4%	1%	3	-2%	1%	-0.1	2%	9%
COCCSc1nnc(NC(=O)C2CCCCC2)s1	-6%	-9%	7	-21%	-2%	1.9	1%	-7%
CN(C)S(=O)(=O)c1cccc(-c2nnc(-c3ccccc3)o2)c1	6%	-12%	x	19%	-15%	1.6	3%	5%
CNc1nc(NCc2ccc(C)cc2C)c2sccc2n1	-8%	-5%	-5	-27%	-14%	-0.7	x	u
N/C(=N\OC(=O)COc1ccc(Cl)cc1Cl)c1cccnc1	8%	-20%	12	6%	-4%	-1.9	-1%	-9%
CCN(CC)C(=O)C1CCCN(Cc2ccc3ccccc3c2)C1 (stereo not drawn)	8%	13%	1	-1%	-15%	-2.3	1%	6%

More records follow.
SMILES	EPAC1 agonist	WRN inhibitor	PI5P4Ka inh	EPAC2 antag	PLK1 PBD block	CCT chaperon mod	Mm-Cpn inhibitor	EPAC1 antagonist
COCCCNC(=O)c1cn(Cc2c(F)cccc2Cl)nn1	0%	3%	2	-5%	-4%	0.5	0%	-13%
CCOC(=O)Cc1c(C)nc(Cc2ccc(OC(C)C)cc2)[nH]c1=O	-4%	5%	-2	0%	1%	-1.7	1%	13%
Cc1cc(NC(=O)CCC(=O)N(CC2CCCO2)C(C(=O)NC2CCCC2)c2cccnc2)no1 (stereo not drawn)	-1%	1%	-9	8%	27µM*	0.4	0%	-15%
CCCCc1nnc(NC(=O)CSc2nc(C)cc(=O)[nH]2)s1	0%	-6%	x	-1%	-4%	1.3	1%	10%
Cc1ccc(C(=O)Nc2nc(-c3ccc([N+](=O)[O-])cc3)cs2)o1	6%	-16%	0	-1%	-11%	-2.0	-5%	-6%
O=C(NCC(=O)N1CCN(S(=O)(=O)c2ccc3c(c2)OCCO3)CC1)c1ccccc1Cl	0%	0%	-6	4%	-3%	0.0	-4%	-2%
O=C1C=CC(=O)N1CCCCCCCCCCN1C(=O)C=CC1=O	7%	3.2µM*	-51*	2%	1.2µM*	-1.9	x	6%
COc1cc(C=O)c(Br)cc1OC1CCCC1	13%	0%	2	5%	-11%	0.2	-6%	-4%
CC1CC(=O)N(c2ccc(NCCc3ccccc3)c([N+](=O)[O-])c2)C1=O (stereo not drawn)	-10%	-2%	0	-9%	1%	1.7	2%	-24%
Cc1cc(C)c(NC(=O)COC(=O)CSc2ccc(Br)cc2C)c(C)c1	5%	8%	1	7%	-17%	0.4	0%	-9%
Cc1cccc(NC(=S)NC2CCCC2)n1	-14%	-13%	-19	-1%	-16%	-27	2%	-16%
Cn1c(=S)ccc2ccccc21	5%	-7%	-2	-4%	27µM*	1.2	-7%	1%
CN(C)c1ccc(CN(C(=O)c2ccco2)C2CCS(=O)(=O)C2)cc1 (stereo not drawn)	3%	6%	0	1%	0%	-0.8	-1%	12%
CCN(CC)CCCN(Cc1cc2cc3c(cc2[nH]c1=O)OCCO3)C(=O)Nc1ccccc1	-12%	6%	0	-5%	-3%	-3.2	u	-14%
COc1nc(Oc2ccc(C(=O)OCC(N)=O)cc2)nc(N(C)C)n1	-3%	-1%	x	14%	-1%	-0.6	1%	15%
COc1ccc(N2CCN(C(=O)COC(=O)c3ccccc3OCc3ccc(F)cc3)CC2)cc1	-1%	-10%	6	7%	-5%	0.1	0%	-12%
NC(=S)N/N=C/c1coc2ccc(Cl)cc2c1=O	-1%	13%[57.1 µM]	-11	-6%	-8%	-1.5	1%	-19%
CCn1cc(C(=O)N[C@H](C(=O)NCCCn2ccnc2)C(C)C)c(=O)c2cc3c(cc21)OCO3	12%	8%	0	6%	-9%	-0.4	1%	u
COc1ccccc1NC(=O)NNC(=O)CN1C(=O)COc2ccccc21	-8%	20%	3	3%	-5%	-0.9	0%	u
CCCCCC(=O)N1C[C@@H](n2cc(C3CC3)nn2)[C@H](O)C[C@@H]1c1ccc(Cl)cc1	-10%	0%	-3	5%	3%	-1.1	x	13%
CC(C)COc1ccc(/C=C2/Sc3ccccc3C2=O)cc1	0%	-3%	24	-6%	-3%	-0.5	-3%	8%
CCCN(C)C1CN(Cc2cn(Cc3ccc(Cl)cc3)nn2)S(=O)(=O)C1 (stereo not drawn)	-8%	3%	-1	-2%	1%	2.0	x	4%
CCn1c(SCC(=O)N2CCC(C(N)=O)(N3CCCCC3)CC2)nnc1-c1ccccc1	-10%	-1%	0	-2%	-2%	-2.8	3%	-1%
O=C(Nc1nc2ccccc2[nH]1)c1ccc([N+](=O)[O-])cc1	-8%	-7%	4	-6%	u	-3.5	-2%	-13%
CC(C)Cn1c(CN2CCCCC2C)nc2c1c(=O)n(C)c(=O)n2C (stereo not drawn)	-2%	-2%	4	5%	-4%	-0.8	0%	10%

(cont.)
SMILES	EPAC1 agonist	WRN inhibitor	PI5P4Ka inh	EPAC2 antag	PLK1 PBD block	CCT chaperon mod	Mm-Cpn inhibitor	EPAC1 antagonist
Cc1nc(N2CCCCC2)c2c(C)c(C(=O)Nc3ccccc3C(F)(F)F)sc2n1	-5%	-8%	17	-2%	-2%	-8.4	-8%	3%
O=C(CN(c1ccc(F)cc1)S(=O)(=O)c1ccc2c(c1)OCCO2)Nc1cccnc1	3%	-7%[57.1 µM]	-2	0%	2%	-1.0	1%	6%
O=C(Cn1cnc2c(nnn2-c2cccc(Cl)c2)c1=O)NCc1ccccc1	3%	-9%	0	4%	-7%	-1.6	-5%	5%
O=C(N/N=C/c1cccc(C(F)(F)F)c1)c1ccc(O)cc1	-3%	-7%	u	-9%	-7%	0.3	3%	-18%
CCOC(=O)CSc1nsc(SCC(=O)OCC)c1C#N	8%	3%	-1	-4%	-14%	-2.7	0%	6%
CC(=O)N1CCc2cc(S(=O)(=O)Nc3cccc(C(F)(F)F)c3)ccc21	11%	-3%[57.1 µM]	2	-8%	-8%	-0.6	-3%	-11%
CCOC(=O)CC(=O)Nc1nc2ccccc2s1	12%	-29%	-5	-4%	-3%	-2.2	0%	-17%
Cn1c(=O)[nH]c(=O)c2c1nc(Br)n2CCSc1nnnn1-c1ccccc1	-6%	-9%[57.1 µM]	x	14%	0%	-0.8	2%	1%
CCOc1ccc(-n2c(=S)sc3c(=O)[nH]c(SCC(=O)NCC4CCCO4)nc32)cc1 (stereo not drawn)	-6%	-35%	-6	12%	-16%	3.3	2%	16%
OCCN1CN=C(Nc2nc3ccccc3s2)NC1	1%	9%	x	5%	-6%	-3.1	-1%	3%
